Screening results deposited in PubChem by NCI.
NCI-60 one-dose screen, 48 h, at 10 µM unless noted. Numbers give growth in % (100 = growth as untreated, 0 = no growth, -100 = all killed).
EKVX = EKVX NSCLC; 3% of 71,000 active
M14 = M14 melanoma | 6.2% of 80,000 active | AID 1794745
SK-MEL-28 = SK-MEL-28 melanoma; AID 1794761; 4.1% of 81,000 active
SK-MEL-2 = SK-MEL-2 melanoma. 4.7% of 77,000 active. AID 1794763
A549/ATCC = A549/ATCC NSCLC; 3.7% of 81,000 active
HOP-62 = HOP-62 NSCLC; 3.9% of 80,000 active
HOP-92 = HOP-92 NSCLC cells | 6.3% of 71,000 active | AID 1794738
SK-MEL-5 = SK-MEL-5 melanoma; 6.4% of 80,000 active
* marks the source's active call; other numbers are inactive results; & = joins results of further samples. Rule for the calls: active = growth percent below 10; inactive = the rest.

For CCc1cccc2[nH]c3cc([N+](=O)[O-])ccc3c12 the results were EKVX 44, M14 112, SK-MEL-28 100, SK-MEL-2 116, A549/ATCC 105, HOP-62 91, HOP-92 72 and SK-MEL-5 86.
`C=CCc1ccc(Oc2ccc([N+](=O)[O-])cc2[N+](=O)[O-])c(OC)c1` gave EKVX 93, M14 93, SK-MEL-28 100, SK-MEL-2 93, A549/ATCC 94, HOP-62 91, HOP-92 62 and SK-MEL-5 76.
Screening Nc1ncnc2c1ncn2[C@@H]1O[C@H](CO)[C@@H](O)[C@@H]1O returned EKVX 105, M14 99, SK-MEL-28 102, SK-MEL-2 123, A549/ATCC 99, HOP-62 107 and SK-MEL-5 101.
Screening O=C(N/N=C\c1ccccc1)c1ccc2nc(-c3ccc([N+](=O)[O-])cc3)[nH]c2c1 returned EKVX 109, M14 104, SK-MEL-28 112, SK-MEL-2 118, A549/ATCC 109, HOP-62 104, HOP-92 89 and SK-MEL-5 104.
For COc1ccccc1/C=N/N=C(N)N the results were EKVX 100, M14 102, SK-MEL-28 108, SK-MEL-2 107, A549/ATCC 94, HOP-62 102 and SK-MEL-5 97.
Screening O=C(Nc1ccc(Cl)c(C(F)(F)F)c1)N1CCN(c2cc(-c3cn(-c4ccccc4)nc3-c3cccc(O)c3)ccn2)CC1 returned EKVX -1.0*, M14 -19*, SK-MEL-28 -25*, SK-MEL-2 -67*, A549/ATCC 15, HOP-62 15, HOP-92 -2.6* and SK-MEL-5 -97*.
For O=C(NCCBr)OCc1ccccc1 the results were M14 106, SK-MEL-28 107, SK-MEL-2 92, A549/ATCC 91, HOP-62 101 and SK-MEL-5 100.
CSc1nc(C)cc(SC(=N)N)n1 was read as M14 95, SK-MEL-28 106, SK-MEL-2 98, HOP-62 96, HOP-92 90 and SK-MEL-5 99.
COc1ccc(/C=C2\C(=O)Nc3cc(Cl)ccc32)cc1OCc1ccccn1 was read as EKVX 64, M14 105, SK-MEL-28 99, SK-MEL-2 102, A549/ATCC 99, HOP-62 88, HOP-92 50 and SK-MEL-5 93.
For COc1ccc(C=O)cc1Br the results were EKVX 97, M14 111, SK-MEL-28 109, SK-MEL-2 123, A549/ATCC 102, HOP-62 101 and SK-MEL-5 108.
For CSc1nccc(-c2c(-c3ccc(F)c(OCc4ccc(F)cc4)c3)nc3sccn23)n1 the results were EKVX 90, M14 89, SK-MEL-28 87, A549/ATCC 79, HOP-62 104, HOP-92 54 and SK-MEL-5 19.
`C=CN1CCCC1=O` gave EKVX 76&110, M14 98&105, SK-MEL-28 117&119, SK-MEL-2 124, A549/ATCC 118&103, HOP-62 91&99, HOP-92 167&118 and SK-MEL-5 112&110.

Reprinted at random: 5 records from the list.
COc1ccc(/C=C2\C(=O)Nc3cc(Cl)ccc32)cc1OCc1ccccn1 was read as EKVX 64, M14 105, SK-MEL-28 99, SK-MEL-2 102, A549/ATCC 99, HOP-62 88, HOP-92 50 and SK-MEL-5 93.
Screening O=C(Nc1ccc(Cl)c(C(F)(F)F)c1)N1CCN(c2cc(-c3cn(-c4ccccc4)nc3-c3cccc(O)c3)ccn2)CC1 returned EKVX -1.0*, M14 -19*, SK-MEL-28 -25*, SK-MEL-2 -67*, A549/ATCC 15, HOP-62 15, HOP-92 -2.6* and SK-MEL-5 -97*.
Screening Nc1ncnc2c1ncn2[C@@H]1O[C@H](CO)[C@@H](O)[C@@H]1O returned EKVX 105, M14 99, SK-MEL-28 102, SK-MEL-2 123, A549/ATCC 99, HOP-62 107 and SK-MEL-5 101.
For COc1ccc(C=O)cc1Br the results were EKVX 97, M14 111, SK-MEL-28 109, SK-MEL-2 123, A549/ATCC 102, HOP-62 101 and SK-MEL-5 108.
CSc1nc(C)cc(SC(=N)N)n1 was read as M14 95, SK-MEL-28 106, SK-MEL-2 98, HOP-62 96, HOP-92 90 and SK-MEL-5 99.

Additional compounds
`Cc1ccc(CNc2ncnc3c2cnn3C2CCCCO2)cc1` (stereo unspecified) gave EKVX 103, M14 105, SK-MEL-28 112, A549/ATCC 100, HOP-62 95, HOP-92 68 and SK-MEL-5 106.
`OC(Cc1ccc(Cl)cc1)c1ccccc1` (stereo unspecified) gave EKVX 94, M14 113, SK-MEL-28 107, SK-MEL-2 101, A549/ATCC 104, HOP-62 104, HOP-92 92 and SK-MEL-5 104.
Screening NC(=O)N1c2ccccc2CC(=O)c2ccccc21 returned EKVX 101, M14 105, SK-MEL-28 113, SK-MEL-2 114, A549/ATCC 95 and HOP-62 109.
`CC(=O)N1C(=O)/C(=N\N=C\c2cccs2)c2cc(F)ccc21` gave EKVX 84, M14 94, SK-MEL-28 111, SK-MEL-2 97, A549/ATCC 106, HOP-62 94, HOP-92 97 and SK-MEL-5 95.
Cc1ccc(S(=O)(=O)Nc2ccc(-c3cc(-c4cccc(C)c4)c(C#N)c(N)n3)cc2)cc1 was read as EKVX 84, M14 94, SK-MEL-28 106, SK-MEL-2 102, A549/ATCC 78, HOP-62 85, HOP-92 53 and SK-MEL-5 85.
For Cc1ccc(Cl)cc1Nc1nc(C(F)(F)F)ccc1C(=O)N/N=C/c1cccnc1 the results were EKVX 13, M14 48, SK-MEL-28 40, SK-MEL-2 -5.9*, A549/ATCC 28, HOP-62 29, HOP-92 11 and SK-MEL-5 -16*.
Screening N#CSc1c[nH]c2cccc(/C=C/C(=O)/C=C(/C=C/c3cccc4[nH]cc(SC#N)c34)OB(F)F)c12 returned EKVX -10*, M14 -41*, SK-MEL-28 -48*, SK-MEL-2 -65*, A549/ATCC -8.7*, HOP-62 -26*, HOP-92 -62* and SK-MEL-5 -74*.
For O=CNC1c2ccccc2CCc2ccccc21 the results were EKVX 104&97, M14 107&100, SK-MEL-28 110&115, SK-MEL-2 108&105, A549/ATCC 90&97, HOP-62 117&106, HOP-92 89 and SK-MEL-5 100&105.
O=CNc1ccc2c(c1)C(=O)c1ccccc1-2 was read as EKVX 79, M14 102, SK-MEL-28 103, SK-MEL-2 95, A549/ATCC 86, HOP-62 85, HOP-92 96 and SK-MEL-5 101.
Screening Oc1ccc(CN2CCOCC2)c(O)c1O returned EKVX 106, M14 97, SK-MEL-28 109, SK-MEL-2 104, A549/ATCC 97, HOP-62 113, HOP-92 81 and SK-MEL-5 102.
N#Cc1c(N)cc(N)n(-c2nc3ccccc3[nH]c2=O)c1=O was read as EKVX 98, M14 103, SK-MEL-28 116, SK-MEL-2 101, A549/ATCC 91, HOP-62 105, HOP-92 87 and SK-MEL-5 99.
For COc1ccc(C(=O)c2sc3nc(-c4ccncc4)ccc3c2N)cc1OC the results were M14 87, SK-MEL-28 103, SK-MEL-2 82, A549/ATCC 91, HOP-62 80 and SK-MEL-5 53.
Screening CC(C)CCC[C@@H](C)[C@H]1CC[C@H]2[C@@H]3C/C(=N\O)C4=C[C@@H](O)CC[C@]4(C)[C@H]3CC[C@]12C returned EKVX 102, M14 103, SK-MEL-28 112, SK-MEL-2 97, A549/ATCC 98, HOP-62 94, HOP-92 88 and SK-MEL-5 103.
Cc1ccc(-n2nc(C(=O)NCCC(=O)O)nc2-c2ccccc2)cc1 was read as EKVX 100, M14 101, SK-MEL-28 111, SK-MEL-2 105, A549/ATCC 100, HOP-92 94 and SK-MEL-5 101.
Screening O=S(=O)(O)CCCS(=O)(=O)O returned EKVX 121, M14 110, SK-MEL-28 109, SK-MEL-2 104, A549/ATCC 110, HOP-62 107, HOP-92 130 and SK-MEL-5 111.
Cc1ccc(CN(Cc2ccc(-c3ccccc3S(C)=NC#N)cc2)C(=O)c2ccccc2Cl)cc1 (stereo unspecified) was read as EKVX 79, M14 84, SK-MEL-28 97, A549/ATCC 75, HOP-62 89 and HOP-92 61.
For O=Nc1c2cccnc2n2nnc3ccc(Cl)cc3c12 the results were EKVX 77, M14 82, SK-MEL-28 28, SK-MEL-2 57, HOP-62 115, HOP-92 -41* and SK-MEL-5 96.
CS(=O)(=O)c1ccc([C@@H](O)[C@@H](CO)NC(=O)C(Cl)Cl)cc1 was read as EKVX 91, M14 98, SK-MEL-28 104, SK-MEL-2 103, A549/ATCC 95, HOP-62 94, HOP-92 85 and SK-MEL-5 78.
CCNC(=O)Oc1ccc(/C(=C(\C)c2ccccc2)c2ccc(OCCN3CCCCC3)cc2)cc1 was read as EKVX 82, M14 -2.5*, SK-MEL-28 47, SK-MEL-2 83, A549/ATCC 56, HOP-62 59, HOP-92 73 and SK-MEL-5 62.
Screening Cc1c/c(=N\NC(=O)Nc2ccc(F)c(Cl)c2)oc2cc(O)ccc12 returned EKVX 104, M14 100, SK-MEL-28 97, SK-MEL-2 99, A549/ATCC 97, HOP-62 92, HOP-92 87 and SK-MEL-5 105.
Screening CCCC1OC(c2ccc(OC)cc2)OCC1CC (stereo unspecified) returned EKVX 86, M14 110, SK-MEL-28 108, SK-MEL-2 107, A549/ATCC 102, HOP-62 68 and SK-MEL-5 111.
Screening NS(=O)(=O)c1ccc(-c2cc(-c3nnc(SC/C(=N/O)c4ccccc4)n3-c3ccccc3)c3ccccc3n2)cc1 returned EKVX 77, M14 79, SK-MEL-28 105, SK-MEL-2 97, A549/ATCC 71, HOP-62 107, HOP-92 99 and SK-MEL-5 77.
COc1cc(Cn2c(SCCC(=O)Nc3ccc(S(N)(=O)=O)cc3)nc3ccccc3c2=O)cc(OC)c1OC was read as M14 96, SK-MEL-28 93, SK-MEL-2 96, A549/ATCC 86, HOP-62 94, HOP-92 58 and SK-MEL-5 83.
Screening O=C(c1ccccc1)N(c1ccccc1)c1ccccc1O returned EKVX 112, M14 93, SK-MEL-28 91, SK-MEL-2 92, A549/ATCC 92, HOP-62 101 and SK-MEL-5 99.
CC1(C)N=C(N)N=C(N)N1c1cccc(CN)c1 was read as EKVX 84, M14 97, SK-MEL-28 106, SK-MEL-2 100, A549/ATCC 91, HOP-62 92, HOP-92 81 and SK-MEL-5 109.
Cc1ccccc1OCC1COCN(C(C)(C)CO)CO1 (stereo unspecified) was read as EKVX 102, M14 106, SK-MEL-28 101, SK-MEL-2 114, A549/ATCC 100, HOP-62 106, HOP-92 101 and SK-MEL-5 101.
Screening O=C1/C(=C/c2cc3cc4c(cc3nc2Cl)OCCO4)SC(=S)N1Cc1ccco1 returned EKVX 91, M14 81, SK-MEL-28 97, SK-MEL-2 92, A549/ATCC 97, HOP-62 96, HOP-92 57 and SK-MEL-5 97.
Screening O=c1c2cc(F)cc(Cl)c2sc2c(NCc3ccccc3)nc3ccccc3c12 returned EKVX 93, M14 105, SK-MEL-28 108, SK-MEL-2 98, A549/ATCC 100, HOP-62 98, HOP-92 104 and SK-MEL-5 99.
For CN(C)C1CCC(NC2=CC(=O)C(NC3CCC(N(C)C)CC3)=CC2=O)CC1 (stereo unspecified) the results were EKVX 106, M14 106, SK-MEL-28 112, SK-MEL-2 105, A549/ATCC 110, HOP-62 107, HOP-92 107 and SK-MEL-5 113.
For COc1cc(N=Nc2cccc(S(=O)(=O)O)c2)ccc1NC(=O)Nc1ccc(N=Nc2ccc(O)c(C(=O)O)c2)cc1 the results were EKVX 106, M14 95, SK-MEL-28 119, SK-MEL-2 111, A549/ATCC 103, HOP-62 100, HOP-92 87 and SK-MEL-5 102.
For CC(=O)C(C)c1ccccc1 (stereo unspecified) the results were EKVX 107, M14 96, SK-MEL-28 115, SK-MEL-2 110, A549/ATCC 97, HOP-62 93, HOP-92 83 and SK-MEL-5 103.
Screening COc1cccc(CCC2C(=O)CCCC2=O)c1 returned EKVX 116, M14 113, SK-MEL-28 119, SK-MEL-2 112, A549/ATCC 108, HOP-62 106 and SK-MEL-5 104.
Screening C=C(C)[C@@H]1CC[C@]2(C(=O)O)CC[C@]3(C)[C@H](CC[C@@H]4[C@@]5(C)C[C@@H](Cc6cn([C@H]7C[C@H](n8cc(C)c(=O)[nH]c8=O)O[C@@H]7CO)nn6)[C@H](O)C(C)(C)[C@@H]5CC[C@]43C)[C@@H]12 returned EKVX 92, M14 100, SK-MEL-28 101, SK-MEL-2 87, A549/ATCC 99, HOP-62 89, HOP-92 106 and SK-MEL-5 71.
`Cc1ccc(C)c2c1sc1nnc(Cl)c(=O)n12` gave M14 99, SK-MEL-28 108, SK-MEL-2 118, A549/ATCC 98, HOP-62 97, HOP-92 98 and SK-MEL-5 101.
For CC12CC[C@@H]3[C@]4(C)COC(c5cccc(Cl)c5)O[C@@H]4CC[C@@]3(C)[C@@H]1CC(C1=CCOC1=O)O2 (stereo partly specified) the results were EKVX 62, SK-MEL-28 107, SK-MEL-2 96, A549/ATCC 91, HOP-62 101, HOP-92 92 and SK-MEL-5 41.
For COc1ccc(-c2ccc(O)c(C(=O)/C=C/c3cc(OC)c(OC)c(OC)c3)c2)cc1OC the results were EKVX 66, M14 99, SK-MEL-28 107, SK-MEL-2 91, A549/ATCC 84, HOP-92 53 and SK-MEL-5 44.
`CS(=O)(=O)Nc1cc(-c2ccc3ncnc(Nc4ccc(F)c(Cl)c4)c3c2)cnc1Cl` gave EKVX -3.9*, M14 5.9*, SK-MEL-28 15, SK-MEL-2 -7.3*, A549/ATCC 1.7*, HOP-62 15, HOP-92 -24* and SK-MEL-5 -94*.
For COc1ccc(/C=C2\CN(C)CC3C2=NN(c2ccc(S(N)(=O)=O)cc2)C3c2ccc(OC)cc2)cc1 (stereo unspecified) the results were EKVX 93, M14 105, SK-MEL-28 109, SK-MEL-2 80, A549/ATCC 82, HOP-62 109, HOP-92 95 and SK-MEL-5 93.
